Yp Topo-I inh = Yersinia pestis topoisomerase I inhibitors, primary screen, biochemical, cleavage product accumulation, plate reader, single point; activity, % at 10 µM; hit rate 0.064% among 360,000; Y. pestis Topo-I cleavage product accumulation; in the data active means activity above about 50%, passing the limit was not always enough; further: inactives centre near 2
TcdB inh = TcdB glycohydrolase inhibitors, primary screen, biochemical, single point, plate reader | Toxin B (Clostridioides difficile), P18177 | inhibition, % at 9.99 µM | TcdB glycohydrolase enzymatic assay | hit rate 0.24% among 350,000; in the data active means inhibition above about 10%
CCHF vOTU inh = CCHFV vOTU protease inhibitors, primary screen, biochemical, Pep-AMC substrate, fluorescence; Crimean-Congo hemorrhagic fever virus L polyprotein viral ovarian tumor (vOTU) protease …; inhibition, % at 11.5 µM; hit rate 0.55% among 370,000; AID 651958, 2012; in the data active means inhibition above about 30%; further: 0% = vehicle wells with enzyme and 100% = no enzyme wells
Vc quorum ag = inducers of Vibrio cholerae quorum light production without autoinducers, primary screen, BH1578 luxS cqsA deficient, single point; V. cholerae BH1578 lux reporter, luminescence, 6 h; activation, % at 18.7 µM; hit rate 0.16% among 350,000; in the data active means activation mostly above about 9.7%, no sharp cut-off; further: not every result past the cut was called active; inactives centre near 0; reference of the scale not given here
DUSP3 inh = VHR1 phosphatase inhibitors, primary screen, biochemical, absorbance, uHTS; recombinant VHR phosphatase, pNPP absorbance; Dual specificity protein phosphatase 3 (Homo sapiens), P51452; AID 1654, 2009; hit rate 0.52% among 290,000; inhibition, % at 13.3 µM; in the data active means inhibition above about 50%; further: some compounds called inactive have numbers as strong as hits
Target sequence (P51452 whole entry, looked up): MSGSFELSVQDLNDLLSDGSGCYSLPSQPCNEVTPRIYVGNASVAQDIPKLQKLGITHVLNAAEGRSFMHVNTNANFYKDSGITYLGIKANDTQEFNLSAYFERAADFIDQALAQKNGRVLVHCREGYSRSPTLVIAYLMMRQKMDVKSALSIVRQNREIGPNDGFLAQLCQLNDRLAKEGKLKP
SSB-PriA inh = inhibitors of Klebsiella pneumoniae PriA binding to SSB C-terminal tail, primary screen, biochemical, AlphaScreen; PriA–SSB C-terminal tail interaction (Klebsiella pneumoniae); hit rate 0.6% among 430,000; AlphaScreen SSBct-PriA binding, biotinylated peptide; inhibition, % at 33 µM; in the data active means inhibition mostly above about 37%, no sharp cut-off; inactive means mostly below about 20%;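 further: plate controls were negative control peptide for no effect and reference peptide for full effect; strong numbers were not always called active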
MazEF act = activators of E. coli MazEF toxin-antitoxin RNase, primary screen, biochemical, fluorescence, uHTS | Endoribonuclease toxin MazF (Escherichia coli (strain K12)), P0AE70 | FAM/BHQ RNA-DNA oligo cleavage fluorescence, 5 h | activation, % at 20 µM | hit rate 0.32% among 350,000 | AID 504720, 2011; in the data active means activation above about 50%
Target sequence (P0AE70 whole entry, looked up): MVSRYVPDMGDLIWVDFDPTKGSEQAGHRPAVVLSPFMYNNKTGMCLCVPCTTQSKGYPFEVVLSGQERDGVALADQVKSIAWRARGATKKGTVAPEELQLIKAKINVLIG
3CLpro inhibitor = SARS-CoV 3CLpro protease inhibitors, primary screen, biochemical, quenched FRET; recombinant SARS-CoV 3CLpro, quenched FRET peptide cleavage; Replicase polyprotein 1ab (Severe acute respiratory syndrome coronavirus), P0C6X7; inhibition, % at 6 µM; hit rate 0.14% among 290,000; in the data active means inhibition above about 12%
PrPC TRFRET = inhibitors of human cell surface prion protein PrPC, primary screen, cell-based, TR-FRET. hit rate 0.43% among 370,000. Major prion protein (Homo sapiens), P04156. TR-FRET read-out. inhibition, % at 13.8 µM. AID 720596, 2013; in the data active means inhibition above about 24%; further: 0% = median of the test wells and 100% = reference compound wells
Rv3671c inh = Rv3671c serine protease inhibitors, primary screen, biochemical, fluorescence polarization, M. tuberculosis H37Rv. P9WHR9. inhibition, % at 5.96 µM. hit rate 0.048% among 320,000; in the data active means inhibition above about 38%;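 further: extracellular domain of Rv3671c used as enzyme; 0% = enzyme with DMSO and 100% = no enzyme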
Target sequence (P9WHR9 whole entry, looked up, the tested form may be a part): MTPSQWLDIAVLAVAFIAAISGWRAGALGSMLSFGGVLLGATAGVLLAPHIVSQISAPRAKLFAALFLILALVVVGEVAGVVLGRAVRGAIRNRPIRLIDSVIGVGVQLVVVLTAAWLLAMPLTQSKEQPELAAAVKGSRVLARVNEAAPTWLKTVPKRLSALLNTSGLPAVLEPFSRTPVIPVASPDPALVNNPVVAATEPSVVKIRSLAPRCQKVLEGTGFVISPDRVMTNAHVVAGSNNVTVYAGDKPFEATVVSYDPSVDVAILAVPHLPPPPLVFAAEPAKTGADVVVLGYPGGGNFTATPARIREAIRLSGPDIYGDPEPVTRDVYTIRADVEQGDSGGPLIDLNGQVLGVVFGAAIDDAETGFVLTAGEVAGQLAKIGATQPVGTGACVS
* = called active by the depositor; i = inactive; · = not tested or not shown; & = joins results of further samples. A portion of the library. The share of hits here may be higher or lower than overall.

The first four records (preview)
Each structure is followed by: Yp Topo-I inh | TcdB inh | CCHF vOTU inh | Vc quorum ag | DUSP3 inh | SSB-PriA inh | MazEF act | 3CLpro inhibitor | PrPC TRFRET | Rv3671c inh
Nc1ncc([N+](=O)[O-])cc1Br
    2 | 0.5 | 12 | -0.2 | -3 | -12 | -19 | -1 | -24 | 8
CC(=O)c1ccc(OCC(O)CN2CCOCC2)cc1 (configuration not stated)
    5 | · | · | i | 9 | -6 | 11 | -2 | · | -12
Cc1ccc2c(CC(=O)NC3=NCCS3)coc2c1
    9 | · | 14 | -0.3 | 13 | 1 | 4 | 1 | 1 | -4
COCCOC(=O)c1c(NC(=O)CNCc2ccco2)sc(C(N)=O)c1C
    19 | 1.7 | 6 | -1.3 | 33 | 2 | -2 | -3 | -2 | 0

Main list, from the start:
Each structure is followed by: Yp Topo-I inh | TcdB inh | CCHF vOTU inh | Vc quorum ag | DUSP3 inh | SSB-PriA inh | MazEF act | 3CLpro inhibitor | PrPC TRFRET | Rv3671c inh
Nc1ncc([N+](=O)[O-])cc1Br
    2 | 0.5 | 12 | -0.2 | -3 | -12 | -19 | -1 | -24 | 8
CC(=O)c1ccc(OCC(O)CN2CCOCC2)cc1 (configuration not stated)
    5 | · | · | i | 9 | -6 | 11 | -2 | · | -12
Cc1ccc2c(CC(=O)NC3=NCCS3)coc2c1
    9 | · | 14 | -0.3 | 13 | 1 | 4 | 1 | 1 | -4
COCCOC(=O)c1c(NC(=O)CNCc2ccco2)sc(C(N)=O)c1C
    19 | 1.7 | 6 | -1.3 | 33 | 2 | -2 | -3 | -2 | 0
CC(=O)c1cn(CC(=O)NCc2cccnc2)c2ccccc12
    0 | · | -10 | -3.5 | 10 | -2 | 9 | -5 | 3 | -3
CCOC(=O)c1nn(-c2ccccc2)c(=O)cc1OCC(=O)Nc1ccccc1OCC
    4 | -0.1 | -15 | i | · | -1 | 5 | · | -6 | -1
O=S(=O)(Cc1ccccc1)N1CCN(C/C=C/c2ccccc2)CC1
    4 | · | -1 | -2.7 | 7 | -8 | 3 | -3 | 1 | 1
CCOc1ccc(S(=O)(=O)Nc2cccc(C(=O)N3CC(C)OC(C)C3)c2)cc1 (configuration not stated)
    12 | 0.9 | -2 | 2.9 | · | 1 | 8 | · | 2 | 11
COc1ccc(-c2nc3cccc(C)n3c2NCC2CCCO2)cc1O (configuration not stated)
    1 | -27 | -82 | -0.2 | 24 | 12 | 2 | 3 | -12 | -3
COc1ccc(S(=O)(=O)Nc2ccc3c(c2)C(=O)N([C@H](C)CO)C[C@H](C)[C@@H](CN(C)C(=O)Nc2ccccc2)O3)cc1
    31 | 0.2 | -7 | -1.1 | · | -11 | 3 | · | 4 | -3
CCCN(CC(=O)Nc1ccccc1Br)CC(=O)Nc1ccc(F)c(F)c1F
    18 | · | 26 | -0.3 | -23 | -12 | -8 | -2 | -3 | -9
CCCC(=O)N(CCN1CCOCC1)c1nc2ccc(OCC)cc2s1
    15 | 1.3 | 3 | -5.1 | 2 | 3 | 5 | 3 | -2 | -1
Cc1cccc(Nc2nc(N3CCOCC3)nc(N3CCOCC3)n2)c1
    -9 | 1.5 | -12 | -0.4 | -9 | -2 | 1 | 1 | -2 | -7
O=C1/C(=C/c2ccncc2)SC(=S)N1C1CCCCC1
    1 | · | -4 | -0.2 | -8 | -1 | -1 | -2 | 4 | 15
CCCC1(CCC)NC(=O)N(CC(=O)N2CCN(C(=O)c3ccco3)CC2)C1=O
    -5 | · | 3 | -0.3 | 35 | 1 | 4 | 4 | -4 | 2
O=C(NCc1ccccc1C(F)(F)F)C1CC(c2cc(C(F)(F)F)cc(C(F)(F)F)c2)=NO1 (configuration not stated)
    12 | 0.8 | 4 | -0.3 | 26 | 3 | -1 | · | -10 | -8
Nc1nc(SCC(=O)NCC2CCCO2)n[nH]1 (configuration not stated)
    6 | · | 1 | 3.6 | 4 | -11&12 | 0 | -7 | 0 | 3
CCOC(=O)c1[nH]c2ccc(OC)cc2c1NC(=O)c1ccc(OC)c(OC)c1
    -1 | · | 6 | i | 4 | 2 | 1 | -1 | 7 | 0
c1ccc(N2CCN(C3CCSC3)CC2)cc1 (configuration not stated)
    -14 | 0.5 | 4 | -0.4 | -1 | -2 | 3 | -4 | -1 | -8
COCCSc1nnc(NC(=O)Cc2ccc(OC)cc2)s1
    8 | -0.5 | -3 | -0.1 | -15 | -6 | 1 | 1 | 4 | 3
O=C(CSc1nnc(NC(=O)c2ccco2)s1)Nc1ccccc1
    -5 | -0.7 | 10 | -0.2 | 2 | -12 | 3 | 4 | -1 | -5
COC(C(=O)NNS(=O)(=O)c1ccccc1[N+](=O)[O-])c1ccccc1 (configuration not stated)
    7 | 0.1 | 5 | i | 13 | -15 | -1 | 2 | -7 | ·
O=C(O)c1cc(-c2c[nH]c3ccccc23)nc2ccc3ccccc3c12
    3 | 0.4 | -5 | -0.1 | 16 | -25 | -12 | -1 | 4 | -6
CN(C)S(=O)(=O)c1cccc(C(=O)Nc2cc(S(=O)(=O)N3CCOCC3)ccc2N2CCCC2)c1
    12 | 0.4 | 13 | -1.6 | · | -8 | 6 | · | 6 | ·
O=S(=O)(Nc1c(F)cccc1F)c1ccc2c(c1)OCCO2
    1 | 0.3 | 25 | -2.6 | 34 | 9 | 9 | 6 | 4 | 3
COCCNC(=O)C1CC(c2cccc(F)c2)=NO1 (configuration not stated)
    7 | 3.2 | 4 | i | -12 | -10 | 1 | · | -1 | 4
CCS(=O)(=O)N1CCCC(C(=O)NC2CCCC2)C1 (configuration not stated)
    -7 | · | -5 | -0.5 | 31 | 5 | 4 | 2 | 0 | 8
CC(C)c1ccc(/C=N/n2cnnc2)cc1
    -1 | 1.4 | -4 | -0.5 | 0 | i | 10 | 1 | 3 | -3
CN(CC(=O)Nc1ccccc1Cl)C(=O)c1ccc(N2CCCCCC2)c([N+](=O)[O-])c1
    12 | 0.5 | 5 | i | · | 18 | -3 | · | -2 | -6
O=C(Nc1ccc(N2CCOCC2)cc1N1CCOCC1)c1cccs1
    4 | · | -3 | -0.3 | 20 | -9 | 9 | 4 | 2 | 4
O=C(NCc1cccs1)C(Cc1ccccc1)NS(=O)(=O)c1cccs1 (configuration not stated)
    16 | · | -2 | i | 12 | -6 | 3 | 5 | -4 | -5
CCn1cc(CN2CCC(C(=O)Nc3cccc(-c4cscn4)c3)CC2)cn1
    1 | -0.1 | -3 | 0.0 | 27 | -2 | 1 | -4 | -2 | -1
COC(=O)[C@H](Cc1ccccc1)NC(=O)Cn1ccc(NC(=O)OCc2ccccc2)nc1=O
    31 | -1.6 | 0 | i | · | -8 | -9 | · | 0 | 1
O=C(NN1C(=O)C2C(C1=O)C1C=CC2C12CC2)c1ccncc1 (configuration not stated)
    2 | · | 10 | -3.7 | 14 | 2 | 5 | 3 | -2 | 13
COc1ccsc1NC(=O)OCc1ccc(Cl)cc1
    8 | 0.1 | 5 | 0.7 | -6 | 11 | -4 | -7 | 7 | 4
COc1ccccc1CNC(=O)c1cnn2c(C(F)F)cc(C)nc12
    10 | · | 17 | -0.4 | 35 | -7 | 1 | 1 | 1 | 0
Cc1ccc([N+](=O)[O-])cc1NC(=O)CNC1CCCCC1
    0 | 0.1 | 2 | -0.4 | 24 | 2 | 9 | -5 | -8 | -5
COC(=O)CSc1nc2sc3c(c2c(=O)n1-c1ccc(OC)cc1)CCN(C)C3
    -2 | 0.8 | -13 | i | 21 | -1 | 8 | -4 | -8 | ·
CC(OC(=O)c1cc[n+]([O-])cc1)C(=O)NCc1ccccc1 (configuration not stated)
    -8 | 0.9 | 1 | 0.6 | · | -10 | 6 | · | -2 | 3
COc1cc(C2CC(=O)c3c(O)cc(O)cc3O2)ccc1O (configuration not stated)
    -7 | 7.5 | 0 | -0.4 | 12 | -15 | 1 | 1 | -3 | -11
C[C@H](CO)N1C[C@H](C)[C@@H](CN(C)C(=O)Nc2ccccc2)Oc2ncc(C#CC3CCCCC3)cc2C1=O
    36 | 0.9&-0.7 | 2 | -0.7 | · | · | 2 | · | -8 | ·
CCOc1ccc(S(=O)(=O)NC2CC2)cc1C(N)=O
    4 | 2.4 | -10 | i | -17 | -2 | 9 | -1 | 9 | 5
CCc1cc(=S)n2c([nH]c3ccccc32)c1C#N
    -1 | · | · | -0.3 | 4 | -1 | 7 | 1 | · | 8
CCN1C(=O)/C(=C\N(C)C)S/C1=N\S(=O)(=O)c1ccccc1
    9 | 8.1 | 4 | i | -11 | · | -7 | -2 | -4 | 10
CCN1/C(=C\C=C2\C(=O)N(C)C(=S)N2C)Sc2ccccc21
    9 | 1.8 | 13 | 0.1 | 20 | 19 | -25 | 3 | -8 | -30
CCOc1ccc(C(=O)Nc2cc(NC(=O)c3ccc(OCC)c(Cl)c3)cc(C(=O)O)c2)cc1Cl
    11 | -1.0 | -10 | -0.3 | -3 | 0 | -2 | 1 | 0 | ·
CCc1nc2sc3c(O)cc(=O)[nH]c3c2cc1C
    1 | 0.6 | -4 | -2.1 | 8 | -12 | 0 | -2 | 3 | 5
O=C(O)CCN1C(=O)C2CCCCC2C1=O (configuration not stated)
    4 | · | 1 | -0.3 | 16 | 3 | 4 | 0 | -1 | 5
O=C(COc1ccccc1)N1CCN(S(=O)(=O)c2ccc(Br)cc2)CC1
    35 | 1.0 | 26 | -0.4 | 14 | -7 | -1 | -4 | -2 | -7
O=C(CCc1ccccc1)NNC(=O)Nc1ccc(F)c(Cl)c1
    -1 | 2.3 | 7 | i | 19 | -8 | 2 | -1 | 8 | -3
COc1cccc(-c2nn(Cc3ccccc3)cc2CO)c1
    -3 | 1.7 | 3 | -2.8 | 21 | 11 | 1 | -7 | -7 | -17
Cc1ccccc1OCCCC(=O)NCc1ccco1
    -4 | · | 13 | i | 24 | -5 | 1 | -1 | -7 | 6
Cc1ccc(S(=O)(=O)Nc2nnc(C(C)(C)C)s2)cc1
    4 | -1.2 | -3 | -0.5 | 19 | -5 | -6 | 3 | 2 | ·
COc1ccc(C(=O)Nc2ccc(-c3n[nH]c(=S)o3)cc2)cc1
    2 | 1.9 | 4 | i | -6 | -9 | 5 | 4 | 8 | ·
O=C(Cc1cccc(C(F)(F)F)c1)Nc1ccccc1N1CCCC1
    7 | -0.2 | 20 | 0.1 | 6 | -11 | 3 | 0 | 4 | -6
O=C(CCCN1C(=O)/C(=C\c2cccs2)SC1=S)NNC(=O)c1ccncc1
    17 | 0.3 | 3 | 0.2 | 18 | -14 | -15 | 4 | -9 | -11
Cn1c(=O)c2c(nc(Cl)n2CC(=O)N2CCCCC2)n(C)c1=O
    4 | 0.4 | -6 | 0.8 | -1 | 3 | -3 | 1 | -2 | 0
CCC(C)N(C(=O)CSc1nnc(-c2ccco2)n1C)C1CCS(=O)(=O)C1 (configuration not stated)
    -9 | 1.3 | 5 | -2.9 | · | -13 | 9 | · | -6 | 6
